# GLD-1 TGE inh: GLD-1-TGE RNA interaction inhibition (C. elegans) | Q17339 | purified GLD-1 + fluorescein TGE RNA, fluorescence polarization | inhibition, % at 5.96 µM | actives 0.44% (n = 320,000) | AID 2280;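 active = percent inhibition above a per-plate cutoff, the plate mean of test compounds plus 3 SD, cut at about 30% in these data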;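 also: 0% = DMSO wells with GLD-1 and probe and 100% = wells lacking GLD-1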
# PME-1 inh: blocks human protein phosphatase methylesterase 1 | Q9Y570 | recombinant PME-1, FP-Rh probe fluorescence polarization | inhibition, % at 5.9 µM | actives 0.53% (n = 320,000);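 active = inhibition above the campaign mean of all compounds plus 3 SD, cut at about 26% in these data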;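 also: competitive labeling of PME-1 active site by serine hydrolase directed probe; 0% = PME-1 with DMSO and 100% = wells lacking PME-1 enzyme; inhibitors block probe labeling so polarization falls and inhibition rises; many of its hits are not listed in these tables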
# PAFAH1B2 FP inh: PAFAH1B2 (human) inhibition. P68402. recombinant PAFAH1B2, FP-rhodamine activity probe, fluorescence polarization. inhibition, % at 3.39 µM. actives 1.2% (n = 340,000). AID 492953;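 active = inhibition above the mean of all tested compounds plus 3 SD, cut at about 24% in these data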;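 also: 0% = enzyme with DMSO and 100% = wells lacking PAFAH1B2; many of its hits are not listed in these tables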
# pPAFAH inh: inhibitors of human plasma PAF acetylhydrolase (pPAFAH). recombinant pPAFAH, FP-rhodamine probe fluorescence polarization. actives 1.5% (n = 330,000). inhibition, % at 3.39 µM. AID 463082;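 active = inhibition above the mean inhibition across the screen plus 3 SD, cut at about 25% in these data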;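 also: inhibitors block binding of the rhodamine activity-based probe so polarization drops; 0% = enzyme with DMSO and 100% = wells lacking pPAFAH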
# Bcl-xL primary: blocks human Bcl-xL binding to Bim BH3 peptide. Q07817. GST-Bcl-xL / FITC-Bim BH3 peptide fluorescence polarization. inhibition, % at 10.9 µM. actives 0.7% (n = 320,000). AID 2129;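 active = inhibition above the mean of all tested compounds plus 3 SD, cutoff set per campaign, cut at about 30% in these data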;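 also: 0% = DMSO wells and 100% = unlabeled Bim-BH3 peptide competitor; inhibitors lower millipolarization by displacing the labeled peptide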
# Target sequence (Q07817 whole entry, looked up): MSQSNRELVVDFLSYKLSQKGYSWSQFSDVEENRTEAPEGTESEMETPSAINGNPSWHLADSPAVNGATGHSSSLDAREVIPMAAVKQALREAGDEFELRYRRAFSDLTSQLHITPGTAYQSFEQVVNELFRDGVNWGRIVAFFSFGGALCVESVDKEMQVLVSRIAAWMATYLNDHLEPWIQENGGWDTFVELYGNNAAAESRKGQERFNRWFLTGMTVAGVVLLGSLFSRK
# AHR act: activators of human aryl hydrocarbon receptor | P35869 | AHR-responsive luciferase reporter cells, luminescence | activation, % at 5 µM | actives 2.5% (n = 320,000) | AID 2796; in the data active = activation above about 47%;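 also: 0% = vehicle wells and 100% = reference agonist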
# Target sequence (P35869 whole entry, looked up): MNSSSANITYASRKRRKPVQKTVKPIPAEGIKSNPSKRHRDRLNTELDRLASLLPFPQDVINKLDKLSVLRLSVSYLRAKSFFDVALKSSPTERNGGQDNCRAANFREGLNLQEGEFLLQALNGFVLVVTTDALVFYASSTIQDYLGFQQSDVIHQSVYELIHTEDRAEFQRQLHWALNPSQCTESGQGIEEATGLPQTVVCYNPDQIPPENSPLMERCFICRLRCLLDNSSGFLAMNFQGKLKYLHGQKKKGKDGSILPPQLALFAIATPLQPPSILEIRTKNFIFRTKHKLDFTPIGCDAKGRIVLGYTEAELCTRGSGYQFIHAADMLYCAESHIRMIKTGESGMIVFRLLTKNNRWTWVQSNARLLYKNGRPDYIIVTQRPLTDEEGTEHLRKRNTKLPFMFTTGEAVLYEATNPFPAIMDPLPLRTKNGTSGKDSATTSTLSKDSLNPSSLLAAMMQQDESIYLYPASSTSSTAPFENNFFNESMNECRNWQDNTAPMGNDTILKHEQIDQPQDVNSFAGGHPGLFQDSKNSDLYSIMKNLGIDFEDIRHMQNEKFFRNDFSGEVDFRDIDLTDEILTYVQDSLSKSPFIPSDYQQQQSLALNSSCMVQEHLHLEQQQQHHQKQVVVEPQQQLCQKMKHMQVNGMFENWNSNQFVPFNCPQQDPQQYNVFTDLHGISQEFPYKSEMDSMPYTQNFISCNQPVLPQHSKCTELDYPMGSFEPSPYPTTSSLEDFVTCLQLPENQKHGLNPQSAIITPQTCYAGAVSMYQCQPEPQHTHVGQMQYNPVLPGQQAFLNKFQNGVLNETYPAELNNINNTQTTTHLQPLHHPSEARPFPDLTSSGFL
# Fam108B counter: counter-screen for RBBP9 inhibitors: inhibitors of mouse Fam108B; actives 0.33% (n = 300,000); recombinant Fam108B, FP-Rh probe fluorescence polarization; AID 1947; inhibition, % at 9.51 µM;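 active = inhibition above the screen mean inhibition plus 3 SD, computed separately per campaign, cut at about 18% in these data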;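 also: inhibitors lower polarization as less probe binds the enzyme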
# MCL1 BIM primary: MCL1-BIM-BH3 interaction inhibition (human) | Q07820 | GST-MCL1 / FITC-Bim-BH3 fluorescence polarization | inhibition, % at 10.9 µM | actives 0.68% (n = 320,000) | AID 2057;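 active = inhibition above the mean inhibition of all tested compounds plus 3 SD, set per campaign, cut at about 40% in these data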;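 also: 0% = DMSO wells and 100% = unlabeled Bim-BH3 peptide control; higher means more loss of mP so more displacement of Bim peptide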
# MEX-5 binding: C. elegans MEX-5 TCR-2 RNA binding activity. Q9XUB2. MEX-5/FITC-TCR2 RNA binding, fluorescence polarization; active compounds read low. activity score (negative = inhibition of binding), % at 10 µM. actives 0.38% (n = 300,000). AID 1832;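 active = inhibition past about -25% in most replicates, and total fluorescence under double the plate's negative control median, limit read from the data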;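 also: 0% = DMSO and -100% = 5 µM competing unlabeled TCR2 RNA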
# An asterisk follows results filed as active; x = not tested or not shown.
Molecule	GLD-1 TGE inh	PME-1 inh	PAFAH1B2 FP inh	pPAFAH inh	Bcl-xL primary	AHR act	Fam108B counter	MCL1 BIM primary	MEX-5 binding
CC(=O)Nc1ccc(CCc2nc3ccccc3[nH]2)cc1	1	4	2	-1	3	0	2	-1	2.1
Cc1cc(C)c2c(=O)n(CC(=O)NC3CCCC3)sc2n1	6	-2	0	1	0	0	-1	9	1.9
Cc1ccccc1S(=O)(=O)Cc1ccc(C(=O)N(C)C2CCCCC2)o1	-1	1	-1	2	2	1	7	0	-0.7
CC#CCCCC(=O)Nc1cc(OC)nc(OC)n1	6	4	5	-1	9	37	0	3	-1.2
Cc1ccc(C)c(OCCC(=O)Nc2cc(S(=O)(=O)N3CCCCC3)ccc2C)c1	2	x	7	7	x	-1	x	x	x
O=C1SC(c2ccccc2)=N/C1=C/c1ccco1	3	4	1	6	5	-3	0	10	-0.2
O=C(c1ccc(F)cc1F)N(Cc1ccccn1)Cc1ccco1	-2	-3	-4	-1	-6	-1	-2	1	0.0
COc1cc(-c2nnc3n2CCCCC3)cc(OC)c1OC	7	-2	4	4	0	2	-3	1	1.3
O=C(Nc1ccccc1C(=O)NCCCN1CCOCC1)c1ccc(F)cc1F	-3	-5	0	-1	3	23	-2	3	0.8
NC(=O)c1ccc(NC(=O)COC(=O)c2n[nH]c3ccccc23)cc1	6	-14	1	-1	-8	9	x	-11	x
Cc1c(CCC(=O)O)c(=O)oc2c(C)c(OCc3cc4c(cc3Cl)OCO4)ccc12	2	-14	22	0	12	4	-16	10	-2.1
CCCC(C(=O)NC1CCCC1)N(Cc1ccccc1Cl)C(=O)c1snc(C(N)=O)c1N (stereo not given)	1	-2	2	9	1	-1	-3	5	-1.3
Cc1ccc(N2CC(C(=O)Nc3c4c(nn3C(C)(C)C)CS(=O)(=O)C4)CC2=O)cc1C (stereo not given)	5	4	-3	5	-2	-2	-1	-2	0.7
CC(=O)N1c2ccc(S(=O)(=O)NCC3CCC(C(=O)NCc4ccc(C)o4)CC3)cc2CC1C (stereo not given)	-9	5	-2	2	-2	-1	-6	-4	-0.2
CCOc1cc(-c2c(C)c(C)nc(N)c2C#N)ccc1O	8	-5	1	0	8	10	-3	1	-1.9
CCn1cc(C(=O)NC(C)CCc2ccccc2)c(=O)c2cc(S(=O)(=O)N(C)C)ccc21 (stereo not given)	3	8	1	1	0	4	3	-3	-0.3
CN(C)CCCN=Cc1c(-c2ccccc2)[nH]n(-c2nc3ccccc3s2)c1=O	4	-5	19	0	-4	17	-2	1	-2.2
O=C(CN(C1CCCCC1)S(=O)(=O)c1ccc(Cl)cc1)NCc1cccnc1	3	1	6	-2	7	2	-2	6	0.6
CC(C)OC(=O)CSc1nc(N)c(C#N)c(-c2ccco2)c1C#N	-6	10	-7	-1	10	17	4	4	-2.4
COC1=CC(=O)[C@@]2([C@@H]1O)[C@@H](Cl)C[C@]13C(OC)=C(OC)C(=O)C[C@]21CCN3C	6	x	3	6	x	0	x	x	x
CSCCC1NC(=O)N(CC(=O)N2N=C(c3ccc(Cl)cc3)CC2c2ccco2)C1=O (stereo not given)	2	-5	2	18	5	-2	-8	2	-0.6
O=c1oc2ccc(C#CC3(O)CCCCC3)cc2cc1-n1cc(-c2ccccn2)nn1	3	x	1	1	x	-2	x	x	x
COc1cc(C(=O)Nc2sc(C(=O)N3CCOCC3)c(C)c2C#N)cc(OC)c1OC	4	-3	1	2	5	-1	1	4	-6.6
COc1ccc2[nH]c3c(=O)n(CCN4CCOCC4)cnc3c2c1	1	-6	-6	0	9	4	3	2	x
COc1ccc(/C=N/N2CCN(c3ccc(Cl)cc3)CC2)cc1O	11	-4	23	1	-1	-10	-4	5	0.7
CS(=O)(=O)c1ccc2nc(NC(=O)CN3CCC(Cc4ccccc4)CC3)sc2c1	1	-2	4	7	-1	-1	-3	3	-0.9
Cc1occc1C(=O)Nc1ccc(S(=O)(=O)N2CCN(C)CC2)cc1	7	1	5	-5	1	0	3	5	-0.2
Nc1nonc1-n1nnc(C(=O)N/N=C/c2ccoc2)c1CSc1ccccc1	-6	0	-1	4	2	7	2	0	-2.1
O=[N+]([O-])c1cccc(C(=Nc2ccccc2)NO)c1	3	-6	4	5	0	19	-1	-5	-1.6
O=C(N/N=C\c1ccoc1)c1ccco1	1	7	-3	5	0	2	1	4	-2.2
O=C(CSc1ccccn1)Nc1cccc(NC(=O)CSc2ccccn2)n1	-2	1	0	4	-1	-5	-2	-3	1.2
CCOC(=O)c1cnn(-c2cc(C)nc3c(-c4ccccc4)cnn23)c1N	-5	-5	-2	4	2	12	0	-8	0.9
CC1CCCCN1C(=O)CSc1nc2ccccc2[nH]1 (stereo not given)	-3	0	0	0	-2	2	0	-4	0.7
COCCc1ncc(CN2CCC(C(=O)Nc3cccc(-c4cscn4)c3)CC2)cn1	5	-7	-1	-3	0	6	0	0	-3.4
CCOC(=O)/C(=N/Nc1ccc(OC)cc1)N1CCCc2ccccc21	5	5	5	8	0	3	4	-3	-1.0
Cc1ccc(S(=O)(=O)NCC(=O)N(CC(=O)NCc2ccco2)Cc2ccc(F)cc2)cc1	10	-5	4	-3	1	2	2	2	-1.1
O=C(Nc1cccc2cccnc12)c1ccccc1Br	9	-2	5	1	1	4	-3	-3	2.2
Cc1ccc(C(=O)/C=C/c2ccc(-c3ccc(C)cc3)o2)cc1	-5	-5	-3	26*	-6	4	-2	-9	-0.9
COc1ccc(/C=c2/sc3nc(-c4ccccc4)c(-c4ccccc4)n3c2=O)cc1	1	0	0	3	-4	2	3	-4	-1.3
Cc1cnc(C(=O)OCC(=O)NCc2ccc(Cl)cc2)cn1	-1	x	-1	3	x	2	x	x	x
COc1cc(NC(=O)c2cc(C)on2)cc(C(=O)Nc2cccc(C(F)(F)F)c2)c1	2	-76	-27	-11	5	130*	-34	4	2.1
C[C@@H](CN1C(=O)C(=O)NC[C@@H]1C)NC(=O)CC12CC3CC(CC(C3)C1)C2	-8	3	3	-3	3	-1	3	0	0.0
O=C(COc1ccc(S(=O)(=O)NCc2ccccc2)cc1Cl)NCc1ccccn1	-5	4	0	-3	1	1	-1	5	3.1
Cc1ccc(NC(=O)COC(=O)C2CC2(Cl)Cl)cc1C (stereo not given)	1	-1	3	23	-7	2	-1	-10	-2.7
O=S(=O)(c1cccc(C(F)(F)F)c1)N1CCN(c2ccccc2)CC1	4	-1	5	1	-2	-2	3	2	-1.9
CC(C)CC1(C)NC(=O)NC1=O (stereo not given)	3	5	7	2	5	0	-3	5	0.5
Cc1c(/C(O)=C2/C(=O)C(=O)N(CCN(C)C)C2c2ccc(C(C)C)cc2)cnn1-c1ccccc1 (stereo not given)	-4	-3	4	0	3	-2	5	-2	-3.3
CCOc1ccc(N2CC(NS(=O)(=O)c3cccs3)CC2=O)cc1 (stereo not given)	6	3	-1	2	4	-1	0	-1	-1.0
S=c1cnc2ccccc2[nH]1	-4	0	3	-2	19	6	-1	11	1.1
CCCNC(=O)CN(c1ccccc1)S(=O)(=O)c1ccc(OC)c(OC)c1	1	1	0	-2	2	2	0	4	0.4
CCN(CC)S(=O)(=O)c1ccc(Cl)c(C(=O)NC(C)C(c2cccs2)N2CCCC2)c1 (stereo not given)	2	1	-1	5	10	2	0	3	2.5
Nc1cc(Nc2ccccc2)ccn1	1	-6	0	1	3	0	x	3	x
COc1ccc(-c2c(C)nn3c(-c4ccccc4)cc(C)nc23)cc1	-2	8	0	1	-5	7	2	-1	0.6
Cc1ccccc1NC(=S)Nc1ccccn1	0	13	8	1	10	15	2	20	0.1
O=C(O)CCCC(=O)NCCCc1ccccc1	4	-1	6	1	3	1	-4	3	-1.7
O=C(CNC(=O)c1ccccc1)N/N=C/c1cccs1	2	4	2	2	5	3	0	6	-0.5

# The results go on.
Molecule	GLD-1 TGE inh	PME-1 inh	PAFAH1B2 FP inh	pPAFAH inh	Bcl-xL primary	AHR act	Fam108B counter	MCL1 BIM primary	MEX-5 binding
COc1ccc(S(=O)(=O)Nc2ccccc2OC)cc1C	-2	21	0	4	-3	1	0	-2	-1.5
CCOc1cccc(OCCCOc2cccc3cccnc23)c1	1	-2	2	-2	2	9	1	0	0.2
CCCCCCC1CC(C)(/C(C)=N/NC(N)=O)OC1=O (stereo not given)	0	1	1	9	-3	2	-2	6	-1.3
COC(=O)c1cc(S(=O)(=O)Nc2cc(OC)cc(OC)c2)cn1C	1	-1	2	-2	2	11	1	3	0.0
Cc1cc2oc(C(=O)Nc3c(C)n(C)n(-c4ccccc4)c3=O)c(C)c2cc1C	1	1	1	6	8	28	2	6	0.3
c1ccc(CCNc2nc(-c3ccccn3)cs2)cc1	0	1	1	7	-3	25	0	8	7.3
Cc1cc(C)c(C#N)c(SCC(=O)c2cccs2)n1	-40	8	6	6	6	165*	4	2	-1.0
O=C(CC1Sc2ccccc2NC1=O)Nc1ccccc1[N+](=O)[O-] (stereo not given)	9	-1	8	-5	-3	152*	0	1	-2.5
COc1ccc(C2C(C(=O)N3CCN(c4ccc(OC)cc4)CC3)c3ccccc3C(=O)N2C)cc1 (stereo not given)	-6	1	3	0	3	-1	0	-1	-1.5
COc1ccccc1C/C(N)=N/OC(=O)/C=C/c1ccccc1	4	-3	-1	3	5	-3	3	9	-0.2
CCN(CC)CCCn1c2c(c(SCC(=O)Nc3ccc(C)c(F)c3)nc1=O)CCC2	-1	0	0	-3	1	-3	4	2	0.6
Cc1ccc([C@@H]2[C@@H]3C(=O)N(c4ccccc4)C(=O)[C@@H]3[C@]3(C)C(=O)N(CC4CC4)CC(=O)N23)o1	5	1	4	-1	3	1	2	6	1.5
CC(=O)Nc1ccc(NC(=O)C(C)Oc2ccc(Cl)cc2Cl)cc1 (stereo not given)	-7	8	0	6	-2	1	1	-8	1.2
NS(=O)(=O)c1ccc(N=C2C(=O)Nc3ccccc32)cc1	-4	-3	-2	-2	-4	5	-1	-3	-2.0
CCCCCN1CC(=O)N2C(C)c3[nH]c4ccccc4c3C[C@H]2C1=O (stereo not given in full)	5	-2	2	3	1	-1	-2	-3	0.4
COc1ccc(C)cc1S(=O)(=O)N(CC(=O)Nc1cccc([N+](=O)[O-])c1)c1ccc(C)c(C)c1	10	-2	-15	4	4	2	-14	2	-1.4
O=C(N/N=C/c1ccc2c(c1)OCO2)c1ccc(NC(=O)c2ccccc2Cl)cc1	3	-14	2	-8	6	-2	-10	12	-0.7
O=C(c1ccco1)N1CCCC(N2CCN(c3cccc(C(F)(F)F)c3)CC2)C1 (stereo not given)	-3	4	3	6	4	1	-2	5	-7.5
Cc1ccc(S(=O)(=O)N(C)C)cc1NC(=O)COC(=O)/C=C/c1cnc2ccccc2n1	0	5	1	3	2	4	6	-1	0.5
CCCNC(=S)Nc1ccc(Br)cc1	-3	1	4	0	6	8	2	4	-0.1

# Screening data from PubChem BioAssay.

# The list is partial (hit frequency here may not be typical).
